C8 TRAIL sens = sensitizes caspase-8 expressing cells to TRAIL; 1% of 360,000 active; inhibition (viability loss, TRAIL sensitization), % at 10 µM; NB7+C8 cells + TRAIL, ATPlite viability luminescence; AID 624354;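 active means compounds causing at least 50% loss of cell viability in the single-dose screen, relative to plate controls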
Shn3 inh set2 = inhibitors of Schnurri-3 3'UTR reporter in osteoblasts. 0.52% of 360,000 active. Clone20 osteoblast Shn3 3'UTR firefly luciferase, 24 h. AID 588674. inhibition, % at 12.5 µM;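 active means mean inhibition of at least 75% with every replicate also reaching 75%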;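 further: 0% = median of neutral control wells and 100% = pilot-screen positive control compound; some compounds past the cut are filed as inactive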
NR5A2 inv ag = suppresses constitutive activity of human LRH-1. 0.13% of 360,000 active. HEK293T StAR-luciferase reporter, LRH-1 transfected, 24 h. AID 602396. inhibition, % at 3.6 µM;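 active means inhibition above the mean inhibition of all tested compounds plus 3 SD, cut at about 73% in these data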;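 further: 0% = DMSO wells and 100% = reporter-only cells lacking LRH-1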
TWEAK-Fn14 inh = blocks TWEAK-Fn14 interaction in a reporter cell assay; AID 1159606; inhibition, % at 10 µM; TWEAK-stimulated Fn14 reporter cells, luciferase luminescence, 8 h; 2% of 360,000 active; in the data active means inhibition above about 50%
KKLEB cytotox = CF airway cell cytotoxicity counter-screen; KKLEB CF airway cells viability, ATPlite luminescence, overnight; active compounds read low; cells stimulated with P. aeruginosa culture filtrate; AID 602141; activity change (cytotoxicity), % at 5 µM; 0.36% of 360,000 active;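 active means corrected activity change at or below -50% at 5 µM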
TROY NFkB inh = inhibitors of TROY-dependent NF-kB signaling | Q293 LMP1-TROYcd NF-kB luciferase reporter, 4 h | inhibition, % at 10 µM | 0.98% of 360,000 active;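 active means compounds whose plate-normalised and pattern-corrected inhibition of the luciferase reporter signal at the single screening dose is 50% or more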
SRC1 inh = inhibitors of human steroid receptor coactivator 1 (SRC1); HEK293 GAL4-SRC1 luciferase reporter, luminescence; inhibition, % at 3.6 µM; 0.12% of 360,000 active; AID 588354;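 active means inhibition above the campaign mean plus 3 SD, with each screening campaign given its own cutoff, cut at about 60% in these data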;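 further: 0% = DMSO treated cells and 100% = gossypol at 36 µM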
COUP-TFII inh = NR2F2 (human) inhibition, primary screen; inhibition, % at 8.6 µM; HEK293T NGFI-A luciferase reporter, luminescence; 0.7% of 370,000 active; P24468;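 active means inhibition above a per-plate cutoff, mean inhibition of test wells between control levels plus 3 SD, cut at about 38% in these data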;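 further: cells cotransfected with COUP-TFII expression vector driving the NGFI-A reporter; 0% = median of COUP-TF2 test wells and 100% = reporter-only cells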
LMP1 NFkB inh = Epstein-Barr LMP1 NF-kappaB reporter inhibition | LMP1-induced NF-kappaB luciferase reporter cells, luminescence | 0.69% of 350,000 active | inhibition, % at 12.5 µM; in the data active means inhibition above about 41%;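 further: 0% = neutral control wells and 100% = reference inhibitor control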
CF NFkB block = blocks PAF-induced NF-kB reporter in cystic fibrosis cells | KKLEB NF-kB-GFP reporter, GFP fluorescence overnight | inhibition, % at 5 µM | 0.86% of 360,000 active | AID 588850;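 active means at least 50% inhibition at 5 µM, scaled per plate between neutral and stimulator controls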;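 further: PAF is a Pseudomonas aeruginosa culture filtrate used as stimulus; plate controls were PAF-stimulated DMSO wells for no effect and unstimulated DMSO wells for full effect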
SRC3 inh = inhibitors of human steroid receptor coactivator 3 (SRC3); Q9Y6Q9; HEK293 GAL4-SRC3 luciferase reporter, luminescence; inhibition, % at 3.6 µM; 0.17% of 360,000 active;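 active means inhibition above a per-campaign cutoff, the mean of all compounds plus 3 SD, cut at about 60% in these data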;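 further: 0% = DMSO-treated cells and 100% = gossypol-treated cells at 36 µM; higher means less SRC3-driven luciferase light from the GAL4 reporter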
* = called active by the depositor; · = not tested or not shown. Only part of the results is shown; rates above refer to the full screens.

Order of values – C8 TRAIL sens | Shn3 inh set2 | NR5A2 inv ag | TWEAK-Fn14 inh | KKLEB cytotox | TROY NFkB inh | SRC1 inh | COUP-TFII inh | LMP1 NFkB inh | CF NFkB block | SRC3 inh
- COc1ccccc1NC(=O)CCC(=O)OCc1ccc([N+](=O)[O-])cc1
 : -8 | 10 | -2 | -6 | 3 | 17 | -12 | 1 | 1 | -16 | 11
- Cn1c(SCC(=O)NC2CCS(=O)(=O)C2)nnc1-c1ccco1 (stereo not drawn)
 : 22 | 3 | -3 | 21 | -17 | -6 | -17 | 6 | 1 | 16 | 22
- CCN(CC)C(=O)C1=C(C)N(Cc2ccccc2)C(=O)C(CC(=O)NCCN2CCOCC2)C1 (stereo not drawn)
 : 1 | -55 | 4 | 8 | 1 | -13 | 8 | -2 | 26 | -2 | 16
- Cc1cccc(C)c1OCC(=O)Nc1ccncc1
 : 10 | 13 | 29 | 30 | 6 | -11 | 5 | 3 | 13 | 0 | 9
- CN1CCN(c2ccc([N+](=O)[O-])c(Sc3nc4ccccc4[nH]3)c2)CC1
 : 1 | 9 | 30 | 17 | -6 | 6 | 5 | · | -1 | 4 | -9
- CNc1cccc(-c2cccc(C(=O)N3CCOCC3)c2)n1
 : -7 | 8 | -17 | -8 | 1 | -42 | -34 | -9 | · | -12 | -24
- COc1ccccc1NC(=O)C12CCC(C)(C(=O)C1)C2(C)C (stereo not drawn)
 : -1 | 11 | -9 | 8 | 11 | -8 | 2 | 1 | -15 | 3 | 4
- O=C(N1CCCC1)C12CC3CCC(CC(C3)C1)C2
 : 2 | 6 | 2 | 11 | -7 | 6 | 2 | 8 | 15 | 13 | 11
- CCCOC1CCCN(C(=O)CCc2nnc(-c3ccc4c(c3)OCO4)o2)C1 (stereo not drawn)
 : 6 | -57 | -25 | -32 | 10 | -56 | -56 | -14 | -15 | 6 | -80
- Cc1ccc(S(=O)(=O)Nc2cccc(Cl)c2)cc1NC(=O)c1cccnc1
 : 4 | 2 | -8 | 7 | 23 | 4 | -25 | 9 | 3 | 4 | 14
- Cc1cccc(CC(C)NC(=O)CCc2nnc(-c3ccccc3)o2)n1 (stereo not drawn)
 : -11 | -4 | 2 | 7 | -8 | 1 | -8 | -11 | -9 | -9 | -8
- CCCC(=O)N1CCC1(C)C(=O)Nc1ccc(OC(F)F)cc1 (stereo not drawn)
 : -8 | -6 | -15 | 4 | 2 | -1 | -3 | 0 | · | -21 | -18
- Cc1ccnc(NC(=O)c2cccc([N+](=O)[O-])c2C)c1
 : 9 | -5 | -20 | -10 | 2 | -12 | -22 | -9 | -2 | 18 | 3
- Cc1cccc(C)c1NC(=O)CN1N=NC2C(=O)N(c3cccc(Cl)c3)C(=O)C21 (stereo not drawn)
 : 3 | -13 | 6 | -24 | 15 | 2 | 0 | -24 | -6 | -5 | -5
- Brc1ccsc1-c1csc(-c2ccncc2)n1
 : 6 | -49 | 18 | 3 | 4 | -34 | -55 | -31 | -13 | 6 | -30
- O=C(COc1cccnc1[N+](=O)[O-])c1ccc(Cl)s1
 : 1 | 1 | -10 | -8 | 14 | -10 | -11 | -10 | -2 | -3 | -1
- Cc1ccc(C(=O)N/C(=C\c2ccco2)C(=O)NCCN2CCCCC2)cc1C
 : -9 | -2 | 9 | 17 | 3 | 8 | 10 | -16 | 6 | -4 | -3
- O=C(O)c1cccc(NCc2cccnc2)c1
 : -4 | 8 | -11 | -13 | -2 | -24 | 3 | -13 | 2 | 9 | 3
- CC(C)Nc1nc(C#N)nc(NC(C)C)n1
 : -1 | 19 | 14 | 22 | 5 | 14 | -11 | 0 | 10 | 4 | 2
- O=C(O)c1ccccc1C(=O)c1ccc2c(c1)N(Cc1ccc(Cl)c(Cl)c1)C(=O)CO2
 : 3 | 14 | 4 | 0 | -2 | 20 | -14 | -3 | -4 | -10 | 4
- Cc1[nH]n2c(=O)c3c(nc2c1-c1ccc(F)cc1)CCCC3
 : -11 | -1 | 3 | 19 | -4 | -2 | 0 | 3 | 0 | 15 | 10
- COc1ccccc1N1CCN(S(=O)(=O)CCNC(=O)CC2CCCCC2)CC1
 : 15 | 6 | -12 | 9 | -4 | 1 | -43 | 3 | 1 | -37 | 17
- Cc1nnc(SCC(=O)N2CCCC2)n(N)c1=O
 : -9 | -10 | 4 | 3 | -3 | -13 | 6 | -5 | 0 | -8 | 6
- O=C(O)CC1c2ccccc2C=Cc2ccccc21
 : -3 | 6 | -9 | -9 | -4 | -11 | 7 | -2 | 10 | 15 | 0

An excerpt of these results, as labelled records.
CN1CCN(c2ccc([N+](=O)[O-])c(Sc3nc4ccccc4[nH]3)c2)CC1
  C8 TRAIL sens = 1
  Shn3 inh set2 = 9
  NR5A2 inv ag = 30
  TWEAK-Fn14 inh = 17
  KKLEB cytotox = -6
  TROY NFkB inh = 6
  SRC1 inh = 5
  COUP-TFII inh = ·
  LMP1 NFkB inh = -1
  CF NFkB block = 4
  SRC3 inh = -9
CNc1cccc(-c2cccc(C(=O)N3CCOCC3)c2)n1
  C8 TRAIL sens = -7
  Shn3 inh set2 = 8
  NR5A2 inv ag = -17
  TWEAK-Fn14 inh = -8
  KKLEB cytotox = 1
  TROY NFkB inh = -42
  SRC1 inh = -34
  COUP-TFII inh = -9
  LMP1 NFkB inh = ·
  CF NFkB block = -12
  SRC3 inh = -24

Molecules listed so far with sulfur, in the order listed:
Order of values – C8 TRAIL sens | Shn3 inh set2 | NR5A2 inv ag | TWEAK-Fn14 inh | KKLEB cytotox | TROY NFkB inh | SRC1 inh | COUP-TFII inh | LMP1 NFkB inh | CF NFkB block | SRC3 inh
- Cn1c(SCC(=O)NC2CCS(=O)(=O)C2)nnc1-c1ccco1 (stereo not drawn)
 : 22 | 3 | -3 | 21 | -17 | -6 | -17 | 6 | 1 | 16 | 22
- CN1CCN(c2ccc([N+](=O)[O-])c(Sc3nc4ccccc4[nH]3)c2)CC1
 : 1 | 9 | 30 | 17 | -6 | 6 | 5 | · | -1 | 4 | -9
- Cc1ccc(S(=O)(=O)Nc2cccc(Cl)c2)cc1NC(=O)c1cccnc1
 : 4 | 2 | -8 | 7 | 23 | 4 | -25 | 9 | 3 | 4 | 14
- Brc1ccsc1-c1csc(-c2ccncc2)n1
 : 6 | -49 | 18 | 3 | 4 | -34 | -55 | -31 | -13 | 6 | -30
- O=C(COc1cccnc1[N+](=O)[O-])c1ccc(Cl)s1
 : 1 | 1 | -10 | -8 | 14 | -10 | -11 | -10 | -2 | -3 | -1
- COc1ccccc1N1CCN(S(=O)(=O)CCNC(=O)CC2CCCCC2)CC1
 : 15 | 6 | -12 | 9 | -4 | 1 | -43 | 3 | 1 | -37 | 17
- Cc1nnc(SCC(=O)N2CCCC2)n(N)c1=O
 : -9 | -10 | 4 | 3 | -3 | -13 | 6 | -5 | 0 | -8 | 6
